RAD52 anneal inh – RAD52 DNA annealing inhibitors, primary screen, biochemical, FRET, single point, set 2 | DNA repair protein RAD52 homolog (Homo sapiens), P43351 | recombinant RAD52 DNA annealing, FRET fluorescence | inhibition, % at 18.7 µM | 0.46% of 360,000 active | AID 651710, 2012;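 active = every replicate showing at least 50% inhibition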
esBAF inh – Bmi1 luciferase reporter increase in mESCs, primary screen, esBAF inhibitor project, mouse ES cells, Bmi1 luciferase knock-in, single point; 24 h; 100% = twice the neutral-well signal; reporter increase, % at 12.5 µM; 2% of 350,000 active; in the data active = activation above about 40%;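 note: 0% = median of the plate's neutral control wells and 100% = double that signal; a rise in the Bmi1 reporter signal indicates esBAF inhibition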
RAD54 inh – inhibitors of human RAD54 branch migration, primary screen, biochemical, fluorescence, single point. RAD54 Holliday junction branch migration, FAM/BHQ fluorescence. inhibition, % at 10.4 µM. 0.14% of 360,000 active;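 active = mean normalized replicate activity at least 40 and at least half of replicates scoring 40 or more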;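 note: 0% = median of neutral control wells and 100% = median of positive control wells; inhibitors cause a drop in the FAM fluorescence signal; in these data hits start at about 50%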
Target sequence (Q92698 whole entry, looked up): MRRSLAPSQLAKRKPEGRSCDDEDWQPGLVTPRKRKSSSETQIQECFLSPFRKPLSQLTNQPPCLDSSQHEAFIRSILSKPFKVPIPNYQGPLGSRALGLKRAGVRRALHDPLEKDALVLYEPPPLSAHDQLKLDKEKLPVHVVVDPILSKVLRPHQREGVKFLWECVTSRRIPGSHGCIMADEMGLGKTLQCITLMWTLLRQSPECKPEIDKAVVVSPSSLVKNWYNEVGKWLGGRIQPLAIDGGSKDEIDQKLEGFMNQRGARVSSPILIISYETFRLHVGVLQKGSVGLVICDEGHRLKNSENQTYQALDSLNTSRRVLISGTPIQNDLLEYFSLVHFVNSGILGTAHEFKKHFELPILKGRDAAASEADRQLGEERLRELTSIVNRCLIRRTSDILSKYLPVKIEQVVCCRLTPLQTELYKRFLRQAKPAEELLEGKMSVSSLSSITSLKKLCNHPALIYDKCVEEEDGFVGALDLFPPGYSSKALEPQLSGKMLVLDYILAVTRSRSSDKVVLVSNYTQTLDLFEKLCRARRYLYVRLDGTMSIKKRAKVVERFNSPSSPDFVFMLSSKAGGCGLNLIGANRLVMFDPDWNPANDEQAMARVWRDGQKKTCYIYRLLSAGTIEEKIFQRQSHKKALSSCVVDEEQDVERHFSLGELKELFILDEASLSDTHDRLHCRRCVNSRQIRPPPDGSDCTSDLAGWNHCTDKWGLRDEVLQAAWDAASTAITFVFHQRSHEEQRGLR
E-sel inducer – E-selectin induction in HUVECs, primary screen, imaging, HUVEC, immunofluorescence imaging, single point; P16581; normalized: neutral wells 0, TNF-alpha wells 100; activation, % at 7.58 µM; 0.37% of 260,000 active;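 active = mean E-selectin-positive cell signal at least 10% of the positive control, reached in at least 60% of replicates, without over 20% cell loss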;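 note: in these data hits start at about 27%; measured in HUVEC primary endothelial cells; signal is the percent of cells scored E-selectin positive by PE staining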
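System: HUVEC, human umbilical vein endothelial cells; quantity: 3,000 cells/well; buffer or medium: EGM-2 medium, gelatin-coated wells; dosing: single-point compound dose; detection: immunofluorescence imaging; evaluation: % PE-positive cells; benchmarks: TNF-alpha, DMSO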
XiGFP reactiv – activators of inactive X chromosome reactivation, primary screen, imaging, XiGFP fibroblasts, GFP high-content imaging, set 2; 0.055% of 360,000 active; XiGFP mouse fibroblasts, % GFP-positive cells imaging, 3 d; cells co-treated with 5-aza-dC sensitizer; scaled so ellipticine positive control = 100%; activation, % at 7.58 µM; AID 743238, 2013;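 active = mean normalized replicate activation at least 10% and every replicate at or above 10%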;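 note: 0% = median of on-plate neutral control wells and 100% = ellipticine 6 µM median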
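Schedule: 3 d treatment, 15 min room-temperature fixation; system: 68-5-11 XiGFP fibroblast line; buffer or medium: DMEM plus 5-aza-dC sensitizer; control set: ellipticine 6 µM positive control; compound: one concentration, pinned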
FN deposit inh – inhibitors of fibronectin matrix deposition, primary screen, AH1F cells, Alexa488-fibronectin fluorescence, plate reader; AH1F fibroblasts, overnight; inhibition, % at 12.6 µM; 0.086% of 350,000 active;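 active = mean inhibition across replicates of 30% or more, regardless of how many single replicates reach that level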;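 note: positive control wells lacked labelled fibronectin entirely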
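test system = AH1F fibroblasts assembling fluorescent fibronectin matrix | quantity = 10000 AH1F cells per well | buffer or medium = DMEM plus 2% serum, read in PBS | doses = single dose, pinned | incubation = 1 h cell attachment, overnight exposure to compound and label | detection = fluorescence at 485 nm excitation, 525 nm emission | read-out basis = inhibition from reduced deposited-fibronectin fluorescence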
S100A4 inh HTS – inhibitors of S100A4-myosin IIA peptide binding, primary screen, biochemical, fluorescence polarization, TAMRA-MyoIIA peptide | 0.14% of 360,000 active | Protein S100-A4 (Homo sapiens), P26447 | inhibition, % at 10.7 µM | AID 652163, 2013;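 active = mean inhibition of at least 70% across replicates, with every replicate also reaching that level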
Target sequence (P26447 whole entry, looked up): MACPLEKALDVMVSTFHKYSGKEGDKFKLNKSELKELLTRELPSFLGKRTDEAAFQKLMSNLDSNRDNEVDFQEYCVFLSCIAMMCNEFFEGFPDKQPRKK
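Material: S100A4 monomer protein | Medium: HEPES pH 7.2 with CaCl2, KCl, NaCl, DTT, Triton | Reagent: Labelled myosin peptide probe, 5 nM | Doses: One dose per compound | Times: 5 min incubation before reading | Benchmarks: Neutral control DMSO, positive control TFP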
EWS-Fli inh – EWS/Fli-driven NR0B1 reporter inhibitors, primary screen, A673 cells, NR0B1 luciferase, luminescence, MLPCN library; viability-normalised; inhibition, % at 12.6 µM; 0.67% of 350,000 active; AID 651661, 2012;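 active = mean inhibition of at least 50% after viability correction, with every replicate also passing that limit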;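 note: firefly luciferase signal divided by Alamar Blue viability fluorescence both relative to DMSO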
Starred values were filed as active, the others as inactive; . = no result given; & = joins results of further samples. The order is random. Share with any hit: about 3%.

SMILES	RAD52 anneal inh	esBAF inh	RAD54 inh	E-sel inducer	XiGFP reactiv	FN deposit inh	S100A4 inh HTS	EWS-Fli inh
CCc1nc2ccc(C(=O)NCCOc3ccc(OC)cc3)cn2c1N(C)Cc1ccc(N(C)C)cc1	-97	6	4	-0.4	0.3	.	-2	9
O=C(CSc1nc2sc3c(c2c(=O)[nH]1)CCC3)NCCO	-4	.	14	.	-0.5	-8	14	5
CCc1ccc(C2C(C#N)=C(N)N(N(C)C)C3=C2C(=O)CCC3)cc1 (configuration not stated)	-16	1	5	0.1	0.7	12	-4	15
C[C@H]1CN([C@@H](C)CO)C(=O)Cc2cc(NS(=O)(=O)c3cn(C)cn3)ccc2O[C@@H]1CN(C)C(=O)Nc1ccccc1	4	3	0	-0.2	-0.7	.	-26	-5
CN1[C@@H]2CC[C@H]1CC(OC(=O)[C@H](CO)c1ccccc1)C2 (some centres not stated)	-4	-1	-15	0.7	0.0	-5	-3	-6
CSc1ccccc1NC(=O)Cn1nc([N+](=O)[O-])c(Cl)c1C	-5	9	.	.	0.1	.	0	11
COc1cc(/C=N/NC(=O)c2cc[n+]([O-])cc2)cc(OC)c1OC	-1	5	-4	0.1	0.0	0	-4	4
Cc1cc(C)cc(N(C(=O)CCC(=O)Nc2cc(C)on2)C(C(=O)NC2CCCC2)c2ccco2)c1 (configuration not stated)	-5	.	.	.	0.1	4	-11	4
CCCn1c(N2CCN(C(=O)Nc3ccc(Cl)cc3)CC2)nc2ccccc21	-3	0	4	1.8	0.0	3	-3	3
O=C1/C(=C/c2ccccc2)SC(=S)N1N1C(=O)C2CC2C1=O (configuration not stated)	-8	.	.	-0.1	0.2	-1	7	18
CCC(=O)NNC(=O)c1c(O)c2ccccc2[nH]c1=O	-10	-2	-5	.	0.6	-1	-10	-6
NNc1nc(-c2ccccc2)nc(-c2ccccc2)c1Br	-12	-4	8	.	0.1	5	-1	2
CO[C@H]1CN(C)C(=O)c2cc(NC(=O)NC3CCCCC3)ccc2OC[C@@H](C)N(CCc2ccccc2)C[C@@H]1C	9	-29	-1	0.2	-0.1	12	-6	8
O=C(Cn1c2ccc(F)cc2c2nc3n(c(=O)c21)CCS3)Nc1ccc(Cl)cc1F	-37	-3	6	0.1	0.2	4	0	1
CCOCCN(C(=O)c1ccccc1Cl)c1cccc(C)c1C	-8	-9	-7	-0.2	-0.1	-2	0	-1
O=C(c1ccccc1F)N1CCN(C(=O)C(c2ccccc2)c2ccccc2)CC1	-10	0	4	.	-0.1	2	-2	4
CCCC(=O)N1CCC2(CC1)CN[C@@H](CO)c1[nH]c3cc(OC)ccc3c12	-18	.	.	0.2	0.1	5	1	-6
C[C@H]1CN([C@@H](C)CO)C(=O)c2cccc(NC(=O)c3ccncc3)c2O[C@H]1CN(C)Cc1ccc2c(c1)OCO2	-9	4	-9	-0.2	0.1	-4	5	-8
O=C(C[n+]1cc(Br)cc2ccccc21)c1ccc(Cl)cc1	-13	-3	-7	0.1	0.0	-8	-2	8
COC(=O)C[C@@H]1C=C[C@H](NC(=O)c2ccccc2)[C@@H](CO)O1	-3&-5	1	-1	0.2&0.0	0.4&-0.1	7	-1&3	-6&-7
O=C(Nc1ccc(-c2csc(Nc3ccccc3)n2)cc1)c1ccccc1	-19	.	0	0.1	0.0	-19	10	-7
COc1ccccc1NC(=O)C(C)OC(=O)c1ccc(-n2cnnn2)cc1 (configuration not stated)	-15	-2	11	0.0	0.5	2	-5	3
Cc1ccc(S(=O)(=O)N(C)C[C@@H]2Oc3ccc(NC(=O)Cc4ccccc4)cc3CC(=O)N([C@H](C)CO)C[C@@H]2C)cc1	5	4	5	1.0	0.5	.	-3	3
C[C@H](CO)N1C[C@H](C)[C@@H](CN(C)S(=O)(=O)c2ccc([N+](=O)[O-])cc2)OCc2ccccc2-c2ccccc2C1=O	4	.	.	0.5	0.3	-12	5	7
Cc1cc(C)n(CCNC(=O)[C@@H](Cc2ccccc2)NC(=O)[C@H]2O[C@@H](n3ccc(=O)[nH]c3=O)[C@H](O)[C@@H]2O)n1	1	.	.	-0.1	0.2	1	-5	3
CC(C)CC#Cc1ccc2c(c1)O[C@@H](CN(C)C(=O)NC(C)C)[C@H](C)CN([C@H](C)CO)S2(=O)=O	15	3	-2	0.0	-1.1	.	-7	0
COCCn1c(N)c(N(Cc2ccccc2)C(=O)c2ccc3ccccc3c2)c(=O)[nH]c1=O	-4	3	-13	.	0.0	2	0	6
O=C1CCCC(=O)C1=C1SCCS1	.	-2	-7	.	0.0	-4	.	.
O=C(OCC(=O)N1CCC(Cc2ccccc2)CC1)c1ccccc1F	-8	-3	4	0.3	-0.1	.	1	-1
C[C@H](CO)N1C[C@H](C)[C@@H](CN(C)C(=O)Cc2ccccc2)OCCCC[C@H](C)Oc2ccc(NC(=O)c3ccncc3)cc2C1=O	0	0	0	0.4	0.1	.	-5	1
O=C(c1cc([N+](=O)[O-])ccc1N1CCOCC1)N1CCN(S(=O)(=O)c2ccc(F)cc2)CC1	3	3	2	-0.1	0.0	-1	-4	-1
Cc1cc(C(=O)NN)c(C)o1	6	.	.	.	0.0	-4	2	-4
COc1ccc(CC(N)c2csc(NC(=O)Nc3ccccc3-c3ccccc3)n2)cc1 (configuration not stated)	-30	-10	-21	0.0	0.0	7	-4	16
CCOc1ccccc1/C=C(\C(=O)O)c1ccc(S(=O)(=O)N2CCCCC2)s1	-4	-1	-5	.	-0.1	-2	-3	5
O=C(C[C@@H]1C[C@@H]2c3cc(NC(=O)C4CCC4)ccc3O[C@@H]2[C@@H](CO)O1)NCc1cccc(F)c1	3	2	5	-0.2	0.0	.	-1	-1
Cc1noc(C)c1S(=O)(=O)N(C)C[C@@H]1OCCCC[C@H](C)Oc2ccc(NC(=O)c3ccccc3)cc2C(=O)N([C@H](C)CO)C[C@@H]1C	-41	9	-1	0.4	-0.3	.	0	7
O=C(COC(=O)C1C2CC3OC(=O)C1C3C2)Nc1ccc(Cl)cc1 (configuration not stated)	-5	5	0	0.3	0.0	-2	-2	2
CC1CCCCC12NC(=O)N(CC(=O)Nc1ccc(N3CCCCC3)cc1)C2=O (configuration not stated)	-7	4	6	-0.1	0.3	11	-8	-8
CCCCNC(=O)C1(C)CCN1C(=O)CSc1ccccc1 (configuration not stated)	-9	4	-8	0.7	0.1	-2	4	5
O=[N+]([O-])c1ccc(C=Nc2ccccc2)cc1	-27	3	7	-0.2	0.6	4	-6	-4
CCC(=O)Nc1ccc2c(c1)OC[C@H](C)N(CCC(F)(F)F)C[C@@H](C)[C@H](OC)CN(C)C2=O	-6	3	3	-0.2	0.4	-8	8	1
O=S(=O)(c1ccccc1)N1C[C@H]2[C@@H](c3ccccc31)[C@H](CO)N2Cc1ccc2c(c1)OCO2	6	-2	-10	0.4	0.0	-3	21	11
O=C(CCNS(=O)(=O)c1ccccc1)OCc1nc2ccsc2c(=O)[nH]1	-3	.	.	-0.2	0.0	-3	-1	-4
COc1ccc(C(=O)N2CCC(CCC(=O)Nc3cccc(C)c3)CC2)cc1	-3	.	0	1.8	0.0	-5	-3	.
Cc1cc(NC(=O)CCN2CCN(CCO)CC2)ccc1Br	1	-6	4	.	0.0	-14	-8	-5

Some of these compounds in order of molecular weight, low to high.
SMILES	RAD52 anneal inh	esBAF inh	RAD54 inh	E-sel inducer	XiGFP reactiv	FN deposit inh	S100A4 inh HTS	EWS-Fli inh
Cc1cc(C(=O)NN)c(C)o1	6	.	.	.	0.0	-4	2	-4
COc1cc(/C=N/NC(=O)c2cc[n+]([O-])cc2)cc(OC)c1OC	-1	5	-4	0.1	0.0	0	-4	4
CCc1ccc(C2C(C#N)=C(N)N(N(C)C)C3=C2C(=O)CCC3)cc1 (configuration not stated)	-16	1	5	0.1	0.7	12	-4	15
COc1ccccc1NC(=O)C(C)OC(=O)c1ccc(-n2cnnn2)cc1 (configuration not stated)	-15	-2	11	0.0	0.5	2	-5	3
COc1ccc(C(=O)N2CCC(CCC(=O)Nc3cccc(C)c3)CC2)cc1	-3	.	0	1.8	0.0	-5	-3	.
CCCn1c(N2CCN(C(=O)Nc3ccc(Cl)cc3)CC2)nc2ccccc21	-3	0	4	1.8	0.0	3	-3	3
O=C(Cn1c2ccc(F)cc2c2nc3n(c(=O)c21)CCS3)Nc1ccc(Cl)cc1F	-37	-3	6	0.1	0.2	4	0	1
CCC(=O)Nc1ccc2c(c1)OC[C@H](C)N(CCC(F)(F)F)C[C@@H](C)[C@H](OC)CN(C)C2=O	-6	3	3	-0.2	0.4	-8	8	1
C[C@H]1CN([C@@H](C)CO)C(=O)Cc2cc(NS(=O)(=O)c3cn(C)cn3)ccc2O[C@@H]1CN(C)C(=O)Nc1ccccc1	4	3	0	-0.2	-0.7	.	-26	-5
Cc1noc(C)c1S(=O)(=O)N(C)C[C@@H]1OCCCC[C@H](C)Oc2ccc(NC(=O)c3ccccc3)cc2C(=O)N([C@H](C)CO)C[C@@H]1C	-41	9	-1	0.4	-0.3	.	0	7

Continuation.
SMILES	RAD52 anneal inh	esBAF inh	RAD54 inh	E-sel inducer	XiGFP reactiv	FN deposit inh	S100A4 inh HTS	EWS-Fli inh
CCCCCOC(=O)Nc1ccc(S(=O)(=O)Nc2cccc([N+](=O)[O-])c2)cc1	-11	.	-1	.	0.0	-7	-6	-1
CC(C)NC(=O)N(C)C[C@@H]1OCCCC[C@H](C)Oc2ccc(NS(=O)(=O)c3ccc(F)cc3)cc2C(=O)N([C@H](C)CO)C[C@@H]1C	11	-4	7	0.0	0.1	-5	-2	-2
COc1ccc(OC)c(NC(=O)COC(=O)c2nc(Cl)ccc2Cl)c1	-3	-6	.	14	0.0	23	1	10
C[C@H](CO)N1C[C@H](C)[C@@H](CN(C)C(=O)c2ccccn2)Oc2ncc(C#Cc3ccccc3)cc2C1=O	8	0	-1	-0.1	-1.2	.	-6	-2
Cc1cccc(NC(=O)CNC(=O)CN2C(=O)NC3(CCCc4ccccc43)C2=O)c1C (configuration not stated)	-4	.	-2	0.0	0.1	.	-2	6
C[C@H]1CCCCO[C@H](CN(C)S(=O)(=O)c2cccs2)[C@@H](C)CN([C@@H](C)CO)C(=O)c2cc(NS(=O)(=O)c3cccs3)ccc2O1	16	7	-3	1.1	0.4	-5	2	4
O=C(NCc1ccc(F)cc1)C(=O)NCC1OCCN1S(=O)(=O)c1ccc2c(c1)OCCO2 (configuration not stated)	-51	-8	-8	-0.1	0.1	0	-3	8

Bioassay records as filed in PubChem.
